MEX-5 binding: C. elegans MEX-5 TCR-2 RNA binding activity; Q9XUB2; MEX-5/FITC-TCR2 RNA binding, fluorescence polarization; stronger effect = lower value; activity score (negative = inhibition of binding), % at 10 µM; 300,000 compounds, 0.38% hits;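 active means inhibition past about -25% in most replicates, and total fluorescence under double the plate's negative control median, limit read from the data; inconclusive means replicates evenly split on the limit, or fluorescence at least double controls; inactive means too little inhibition in most replicates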;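 further: 0% = DMSO and -100% = 5 µM competing unlabeled TCR2 RNA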
AGP1-GFP MLPCN: alters AGP1-GFP fluorescence in TOR pathway yeast screen; 320,000 compounds, 0.02% hits; S. cerevisiae AGP1-GFP multiplex flow cytometry, 3 h; GFP as percent of DMSO wells; AID 2066; GFP response vs DMSO, % at 10 µM;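 active means GFP response relative to DMSO above a set limit, near screen average plus 3 SD, cut at about 150% in these data; inconclusive means fewer than 70 cells counted for the yeast strain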;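 further: median GFP channel fluorescence of the gated AGP1 strain per well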
CR mimetic SO: yeast age-related superoxide inhibition as caloric restriction mimetic; 330,000 compounds, 0.18% hits; S. cerevisiae aged cells, superoxide DHE fluorescence; stronger effect = lower value; superoxide response (% of plate mean), % at 10 µM;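 active means superoxide response under a set limit, about three screen SD below normal, cut at about 65% in these data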;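 further: yeast aged for seven days with compound at 30 °C before DHE staining; 100% = average MFI of all compound-treated wells on the plate with controls excluded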
GLD-1 TGE inh: GLD-1-TGE RNA interaction inhibition (C. elegans); Q17339; purified GLD-1 + fluorescein TGE RNA, fluorescence polarization; inhibition, % at 5.96 µM; 320,000 compounds, 0.44% hits;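 active means percent inhibition above a per-plate cutoff, the plate mean of test compounds plus 3 SD, cut at about 30% in these data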;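 further: 0% = DMSO wells with GLD-1 and probe and 100% = wells lacking GLD-1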
Target sequence (Q17339 whole entry, looked up): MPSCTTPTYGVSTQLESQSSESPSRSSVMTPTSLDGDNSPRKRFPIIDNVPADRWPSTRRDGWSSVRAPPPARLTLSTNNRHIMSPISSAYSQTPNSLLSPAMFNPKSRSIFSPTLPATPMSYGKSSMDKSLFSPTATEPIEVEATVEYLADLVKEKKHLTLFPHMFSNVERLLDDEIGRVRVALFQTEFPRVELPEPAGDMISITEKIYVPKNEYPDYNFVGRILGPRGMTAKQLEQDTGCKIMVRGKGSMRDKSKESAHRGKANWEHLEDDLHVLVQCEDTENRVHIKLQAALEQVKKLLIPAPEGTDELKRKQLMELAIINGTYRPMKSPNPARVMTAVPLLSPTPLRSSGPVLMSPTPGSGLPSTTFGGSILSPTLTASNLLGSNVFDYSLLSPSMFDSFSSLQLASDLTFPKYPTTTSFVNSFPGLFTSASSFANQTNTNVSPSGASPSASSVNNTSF
GRK2 aptamer HTS: human GRK2 inhibition via aptamer displacement | P25098 | bead flow cytometry, FAM-aptamer displacement from GRK2 | inhibition of aptamer binding, % at 10 µM | 330,000 compounds, 0.59% hits | AID 488847;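 active means inhibition of aptamer binding above 40%, roughly 3 SD of noise, on plates passing a quality check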;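 further: median bead fluorescence of bound FAM aptamer so fluorescent compounds give negative values; no value below 0 was filed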
VLA-4 inh: inhibition in a human VLA-4 binding assay; VLA-4 expressing cells, ligand binding flow cytometry; inhibition, % (about 7 µM as worked out from the volumes in the protocol); 330,000 compounds, 0.2% hits; AID 2557; in the data active means inhibition above about 50%
MCL1 BIM primary: MCL1-BIM-BH3 interaction inhibition (human); GST-MCL1 / FITC-Bim-BH3 fluorescence polarization; AID 2057; Q07820; 320,000 compounds, 0.68% hits; inhibition, % at 10.9 µM;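 active means inhibition above the mean inhibition of all tested compounds plus 3 SD, set per campaign, cut at about 40% in these data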;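 further: 0% = DMSO wells and 100% = unlabeled Bim-BH3 peptide control; higher means more loss of mP so more displacement of Bim peptide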
Target sequence (Q07820 whole entry, looked up): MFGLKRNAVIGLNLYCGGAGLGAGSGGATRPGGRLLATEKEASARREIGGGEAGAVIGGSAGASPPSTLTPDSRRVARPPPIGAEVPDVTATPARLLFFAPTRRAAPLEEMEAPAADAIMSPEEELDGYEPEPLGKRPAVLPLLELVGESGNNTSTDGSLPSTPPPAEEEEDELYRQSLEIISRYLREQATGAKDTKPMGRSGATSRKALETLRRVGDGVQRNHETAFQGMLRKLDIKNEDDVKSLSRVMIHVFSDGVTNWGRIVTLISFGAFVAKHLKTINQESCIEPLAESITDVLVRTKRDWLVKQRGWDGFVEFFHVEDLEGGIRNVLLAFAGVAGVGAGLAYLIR
CIT2 TOR yeast: modulators of TOR pathway CIT2-GFP in S. cerevisiae; 320,000 compounds, 0.065% hits; GFP response vs DMSO, % at 10 µM; S. cerevisiae CIT2-GFP strain, flow cytometry, 3 h; 100 means same as DMSO wells; AID 2029;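 active means GFP response relative to DMSO above a set limit, near the screen mean plus 3 SD, cut at about 150% in these data; inconclusive means Fewer than 70 cells measured for a yeast strain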;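 further: ratio of well median GFP fluorescence to mean of DMSO wells on the plate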
BCLXL inh: inhibitors of human Bcl-xL; Q07817; GST-Bcl-xL / FITC-Bim BH3 peptide fluorescence polarization; inhibition, % at 10.9 µM; 320,000 compounds, 0.7% hits;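 active means inhibition above the mean of all tested compounds plus 3 SD, cutoff set per campaign, cut at about 30% in these data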;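 further: 0% = DMSO wells and 100% = unlabeled Bim-BH3 peptide competitor; inhibitors lower millipolarization by displacing the labeled peptide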
Target sequence (Q07817 whole entry, looked up): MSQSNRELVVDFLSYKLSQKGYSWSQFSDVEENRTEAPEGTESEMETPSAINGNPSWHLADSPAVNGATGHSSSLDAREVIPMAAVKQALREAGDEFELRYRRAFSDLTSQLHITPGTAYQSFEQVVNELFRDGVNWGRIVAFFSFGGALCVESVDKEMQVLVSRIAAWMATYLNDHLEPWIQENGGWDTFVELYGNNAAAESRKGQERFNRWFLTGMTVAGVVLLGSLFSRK
* = called active by the depositor; ? = inconclusive; . = no result given; [ ] = remark or other dose.

SMILES	MEX-5 binding	AGP1-GFP MLPCN	CR mimetic SO	GLD-1 TGE inh	GRK2 aptamer HTS	VLA-4 inh	MCL1 BIM primary	CIT2 TOR yeast	BCLXL inh
CC1(CCc2ccccc2)NC(=O)N(CC(=O)Nc2ccc(OC(F)F)cc2)C1=O (centres undefined)	.	100	78	-1	0	17	.	94	.
Cc1cc(C)c[n+](CC(=O)c2cc3ccccc3oc2=O)c1	-0.8	101	108	-1	0	-16	-6	96	6
Cc1cc(C(=O)COC(=O)c2ccc(O)cc2O)c(C)n1-c1ccccc1	.	94	104	1	1	9	6	87	5
COc1ccc(CN2CC(C(=O)NCCc3ccc(Cl)cc3)CC2=O)cc1 (centres undefined)	1.9	?	120	4	3	-8	2	?	7
O=C(COC(=O)CCCOc1ccc(Cl)cc1Cl)NCc1ccccc1	0.4	99	107	2	0	2	-5	93	5
Cn1ncc2c(=O)n(/N=C/c3ccccc3)cnc21	1.6	99	90	-16	0	14	-12	106	-5
Cc1ccccc1OC(C)C(=O)NCCC1=CCCCC1 (centres undefined)	0.6	105	100	4	6	1	3	100	0
Nc1c(Cl)nc(-c2ccccc2)nc1Cl	-0.1	90	99	-4	1	7	7	101	12
CN1C(=O)Cc2cc(S(=O)(=O)NCc3c(F)cccc3Cl)ccc21	-1.6	99	99	-7	0	9	6	98	6
O=C(/C=C/c1ccc2c(c1)OCO2)NCC1CCCO1 (centres undefined)	0.5	100	99	2	1	4	6	97	7
CCOc1ccc(N2CC(C(=O)NCCN3C(=O)S/C(=C\c4ccc(OC)c(OC)c4)C3=O)CC2=O)cc1 (centres undefined)	1.9	104	82	3	1	-6	-6	108	-2
Cc1ccccc1C(=O)N=c1c(C#N)cc2c(=O)n3cccc(C)c3nc2n1Cc1ccco1	0.1	27[may fluoresce violet]	101	10	1	-6	15	?	19
Cc1cc(C)cc(-n2ncc3c2CCCC3NC(=O)c2ccccc2N2CCOCC2)c1 (centres undefined)	2.6	103	111	-2	0	-112	4	95	6
CC(=O)COc1cc2c(-c3cc4ccccc4o3)cc(=O)oc2cc1C	-0.9	95	89	3	0	-17	4	104	2
NC(=O)c1csc(-c2ccncc2)n1	0.6	100	100	3	5	0	-3	100	2
COCCn1c(SCC(=O)Nc2ccc(S(=O)(=O)N(C)C)cc2)nc2ccccc21	-1.0	105	105	0	0	4	-4	109	-3
CC1CCCCN1C(=O)c1cnn2c(C(F)(F)F)cc(-c3ccco3)nc12 (centres undefined)	-3.1	94	88	-1	1	1	5	97	2
CCC(c1nnnn1Cc1ccccc1)N1CCN(c2ccccc2)CC1 (centres undefined)	0.9	90	82	0	0	8	5	96	8
CC1CN(C(=O)c2cccn(Cc3c(Cl)cccc3Cl)c2=O)CC(C)O1 (centres undefined)	-0.7	101	95	10	2	16	3	96	6
CCOc1ccc(/C=C/C(=O)c2c(O)c3ccccc3oc2=O)cc1	?	89	133	-7	7	7	4	88	-1
O=C(O)C(C(O)c1ccc([N+](=O)[O-])cc1)[n+]1ccccc1 (centres undefined)	1.9	96	107	0	0	35	2	97	2
Cc1nc(NC(=O)/C=C/c2ccccc2)sc1C(=O)N(C)C	-0.1	92	103	-1	0	-2	5	96	7
COC(=O)[C@@]1(Cc2ccccc2)[C@H]2c3cc(C(=O)N4CCCC4)n(Cc4ccsc4Br)c3C[C@H]2CN1C(=O)c1ccccc1	.	100	101	6	8	0	-3	90	4
CC(=O)N(C1=C(Cl)C(=O)c2ccccc2C1=O)C1CCCCC1	-48*	8	123	13	0	4	31	68	15
Nc1ccc(Nc2ccccc2)cc1	-0.9	92	77	2	0	-9	13	94	7

Next part:
SMILES	MEX-5 binding	AGP1-GFP MLPCN	CR mimetic SO	GLD-1 TGE inh	GRK2 aptamer HTS	VLA-4 inh	MCL1 BIM primary	CIT2 TOR yeast	BCLXL inh
CC(=O)c1cccc(S(=O)(=O)NC2CC2)c1	2.4	108	110	6	0	1	6	106	6
CCCn1nc(NS(=O)(=O)c2ccccc2[N+](=O)[O-])c2cc3ccccc3nc21	-1.2	107	98	1	1	2	4	103	5
COc1ccc(N2CCN(C(=O)CCCn3c(=O)c4cccn4c4cccnc43)CC2)cc1	0.0	99	97	4	0	9	-3	106	6
CCOC(=O)C1=C(NC(=S)NC(=O)c2ccccc2)c2ccccc2CC1(C)CC (centres undefined)	-1.0	103	102	2	1	5	-2	107	1
O=C1CCC(C(=O)N2CCSCC2)CN1Cc1cccc(C(F)(F)F)c1 (centres undefined)	-1.8	99	109	4	0	1	-4	97	1
CC(C)CC(CC(C)C)=NNC(=O)c1ccc(CSc2nncn2C)cc1	1.4	111	113	2	1	1	6	111	3
COc1ccc(C(=O)N2CCC(C(=O)N3CCN(c4ccc(OC)cc4)CC3)CC2)cc1	-2.8	91	103	-4	0	6	0	94	1
COc1ccc(S(=O)(=O)N2CCOC23CCN(C(=O)c2c(F)cccc2Cl)CC3)cc1	2.4	100	104	-4	1	21	1	98	3
CCCc1cc(C(=O)Nc2cc(Cl)ccc2O)no1	-0.5	96	86	-1	6	-9	-1	96	3
C[C@]12C=CC(=O)C=C1CCC1C3CC[C@](O)(C(=O)CO)[C@@]3(C)CC3OC312 (some centres undefined)	-1.3	104	95	-2	4	1	4	100	2
CC/C(=N\NC(=O)c1cccnc1)c1ccc2c(c1)OCCO2	0.0	104	118	7	1	0	7	102	6
Cc1ccc(S(=O)(=O)N(C)CC(=O)Nc2ccccc2)cc1	4.5	100	99	-3	0	9	-10	100	-10
O=C(c1cccc(NS(=O)(=O)c2cccc(C(F)(F)F)c2)c1)N1CCOCC1	-0.6	96	101	3	12	1	0	102	-4
C=CCc1c(C)[nH]c(=O)[nH]c1=O	-0.7	109	82	5	7	8	1	105	3
O=C(c1cnc(-c2ccc(Cl)cc2)s1)c1ccc(Cl)cc1Cl	0.3	107	91	1	1	-1	4	106	9
C/C(=N\NC(=O)c1c(C)nc2ccccn12)c1ccco1	-6.4	103	67	-5	0	1	-3	103	0
Cc1ccccc1C(=O)N1CCN(c2ccc(NC(=O)c3cccs3)cc2)CC1	-2.0	99	106	2	0	14	4	100	1
Cn1c(=O)c2c(nc(CN3CCC(C(N)=O)CC3)n2CCCc2ccccc2)n(C)c1=O	0.2	110	101	2	0	23	1	102	0
C[C@H]1CN=C(N(C)C)N1CCCCc1ccccc1	.	101	86	-6	0	-1	-2	99	-1
CC(C)[C@H](NC(=O)c1nn(Cc2ccccc2)c(=O)c2ccccc12)C(=O)O	-3.1	93	89	-6	0	8	-1	93	-1
CC1Cc2ccccc2N1C(=O)CN1CCC(C(N)=O)CC1 (centres undefined)	-0.1	103	99	1	0	8	-3	105	1
Cc1c(C)c2ccc(OCC(=O)NC(Cc3c[nH]c4ccc(O)cc34)C(=O)O)c(C)c2oc1=O (centres undefined)	-0.7	104	104	5	0	9	1	98	8
Cn1c(N)c(C(=O)COC(=O)COc2ccc(Br)cc2)c(=O)n(C)c1=O	.	102	106	6	3	14	-1	90	0
Cc1ccc(C(=O)/C=C/C(=O)c2ccc(C)cc2)cc1	2.1	84	97	4	2	69*	5	93	0
O=C1NN(c2ccccc2)C(=O)/C1=C\c1ccccc1	-1.0	99	105	.	0	-2	.	99	.

Additional structures follow.
SMILES	MEX-5 binding	AGP1-GFP MLPCN	CR mimetic SO	GLD-1 TGE inh	GRK2 aptamer HTS	VLA-4 inh	MCL1 BIM primary	CIT2 TOR yeast	BCLXL inh
Brc1ccc(NCc2nnc3n2CCCCC3)cc1	0.0	102	85	5	2	-8	1	102	2
c1cnc(Sc2ccc3nnnn3n2)nc1	0.2	98	110	4	2	16	1	99	7
O=C(Cn1cc(C(F)(F)F)cc(Cl)c1=O)NCc1ccc(Cl)cc1Cl	1.4	105	98	2	3	7	5	97	5
C[C@H](OC(=O)NCc1ccc(C(F)(F)F)cc1)[C@@H]1O[C@@]2(C)CCC[C@@H]1O2	.	101	113	-6	0	0	1	90	3
CSc1nsc(SCC(=O)Nc2ccc(OC(C)=O)cc2)n1	0.7	93	92	4	0	7	14	110	5
O=C(Cn1c(=O)oc2ccccc21)Nc1cccc(Cl)c1	-1.1	98	112	5	0	36	-2	96	-1
COc1cccc(NC(=O)N2CCCC2C(=O)NCC(C)C)c1 (centres undefined)	3.2	111	101	-10	0	8	1	111	-1
Cc1cc(N2CCN(c3ccccc3)CC2)nc(-c2ccccc2)n1	-0.1	94	96	4	3	17	7	93	8
CCSc1nnc(NC(=O)CSc2nc3c(cc2C#N)CCCC3)s1	0.1	98	89	4	1	10	-1	103	0
CC(C)CCNC(=O)C(c1ccco1)N(CC1CCCO1)C(=O)Cn1nnc2ccccc21 (centres undefined)	1.0	92	119	8	1	-7	-1	94	1
COc1ccc(C(=O)Nc2nc(CC(=O)NCCc3ccccc3)cs2)cc1	1.0	97	114	7	0	-10	5	98	2
Cc1ccc(C(OC(=O)c2ccco2)C(=O)NC2CCCC2)cc1 (centres undefined)	1.4	110	101	-2	1	12	6	106	5
Brc1ccc(-c2ccc(/C=N/Nc3nc4ccccc4[nH]3)o2)cc1	-1.4	?	74	-2	1	-7	-24	?	-7
COCCNC(=O)Cn1cnc([N+](=O)[O-])n1	0.4	?	114	4	3	-12	3	74[may fluoresce red]	5
COc1ccc(-c2nonc2NC(=O)c2oc3ccccc3c2C)cc1OC	-1.4	97	82	2	4	-4	5	96	3
CCOC(=O)/C=C1\SCC(=O)N1Cc1nnc(-c2ccccc2Br)o1	0.9	30	86	-12	0	-5	-16	95	-10
Cn1c(=O)c2c(ncn2CC(=O)N2CCN(c3ccc(F)cc3)CC2)n(C)c1=O	-0.6	95	82	6	1	-3	-3	93	0
CCOc1ccc(N2C(=O)CC(N(CCc3ccccc3)C(=O)/C=C/C(=O)O)C2=O)cc1 (centres undefined)	-2.5	110	103	6	2	4	-3	107	8
Cc1ccc2cc(CN(CC3CCCO3)C(=O)C(C)C)c(=O)[nH]c2c1 (centres undefined)	-1.5	105	93	2	1	10	7	107	6
COc1c(C(=O)Nc2nccs2)ccc2ccccc12	0.9	95	98	3	0	0	-4	99	-1
CCOC(=O)C1CCN(C(=O)C2(NC(=O)Nc3cccc(F)c3)CCCCC2)CC1	1.5	97	107	8	3	5	7	93	2
CC(C)(C)c1cc[n+](C2=C([O-])c3ccccc3C(=O)/C2=N\S(=O)(=O)c2cccs2)cc1	-12	112	129	4	1	26	1	101	8
NS(=O)(=O)Cc1noc2ccccc12	0.9	86	105	1	3	9	10	82	4
CC1(C)CC(=O)C=C(C(=O)NC2CCCc3c2cnn3-c2cc(F)cc(F)c2)O1 (centres undefined)	0.7	98	97	0	0	18	2	97	5
CCOc1cc(/C=N/NS(=O)(=O)c2ccc(OC)cc2)ccc1OCCN1CCOCC1	1.9	99	97	0	0	12	4	112	4
CCCCCCSc1ccc([C@H]2N[C@@](Cc3ccccc3)(C(=O)OC)[C@H]3C(=O)N(C)C(=O)[C@@H]23)cc1	1.3	89	107	2	1	15	7	97	8

Three compounds already listed, ordered by their value in AGP1-GFP MLPCN, highest first.
compound	AGP1-GFP MLPCN
COc1cccc(NC(=O)N2CCCC2C(=O)NCC(C)C)c1 (centres undefined)	111
Cc1ccc(C(OC(=O)c2ccco2)C(=O)NC2CCCC2)cc1 (centres undefined)	110
CSc1nsc(SCC(=O)Nc2ccc(OC(C)=O)cc2)n1	93

Screening data from PubChem BioAssay.

Not a hit list (roughly 2.1% active in at least one column).
